Compound activity deposited in PubChem BioAssay by several laboratories.
PPARg SRC-1 ag: PPARgamma agonists recruiting SRC-1 coactivator, primary screen, biochemical; activation, % at 8 µM; PPARgamma-SRC-1 coactivator recruitment biochemical assay; 200,000 tested, 0.41% active; in the data active means activation above about 19%;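 further: 0% = DMSO and 100% = reference agonist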
Target sequence (P37231 whole entry, looked up): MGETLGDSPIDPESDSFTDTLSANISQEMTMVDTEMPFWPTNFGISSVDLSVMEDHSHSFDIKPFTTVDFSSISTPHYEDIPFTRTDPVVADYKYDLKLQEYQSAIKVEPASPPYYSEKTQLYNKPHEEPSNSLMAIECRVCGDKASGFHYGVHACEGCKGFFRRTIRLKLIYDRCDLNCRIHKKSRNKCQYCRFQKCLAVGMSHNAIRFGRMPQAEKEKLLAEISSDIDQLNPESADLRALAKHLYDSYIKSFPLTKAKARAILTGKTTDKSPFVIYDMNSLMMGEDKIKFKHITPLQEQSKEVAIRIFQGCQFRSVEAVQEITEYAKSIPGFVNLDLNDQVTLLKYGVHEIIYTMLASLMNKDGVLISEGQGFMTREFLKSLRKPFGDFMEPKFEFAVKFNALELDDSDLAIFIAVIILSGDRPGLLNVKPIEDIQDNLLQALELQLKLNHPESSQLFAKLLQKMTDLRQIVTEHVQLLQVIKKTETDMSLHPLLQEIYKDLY
STAT1 blocker: STAT1 signaling inhibitors, primary screen, cell-based, HTS, luciferase reporter; inhibition, % at 5.5 µM; 200,000 tested, 0.35% active; AID 920, 2007; NIH 3T3 STAT1-luciferase reporter, IFN-gamma, luminescence;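 active means inhibition above a set limit, the mean inhibition across all tested compounds plus 3 SD, cut at about 34% in these data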;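 further: 0% = IFN-gamma with DMSO and 100% = IFN-gamma with 300 µM nifuroxazide; values of inactives mirror those of a sister screen read the other way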
bIAP act: bovine intestinal alkaline phosphatase activators, primary screen, biochemical, bovine IAP, CDP-star luminescence; alkaline phosphatase, intestinal [Bos taurus]; purified bovine IAP, 30 min; active compounds read high; fold of DMSO-control signal, blank-subtracted; activation factor at 20 µM; 200,000 tested, 0.17% active; AID 1016, 2008;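 active means activation factor of 2 or more at 20 µM, a signal rise over negative controls twice the positive control's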
ROMK primary: ROMK potassium channel modulators, primary screen, cell-based, thallium flux, MLSMR library. 130,000 tested, 2% active. ATP-sensitive inward rectifier potassium channel 1 (Homo sapiens), P48048. Tet-inducible ROMK, thallium flux fluorescence; actives lie on both sides. AID 1918, 2009. B-score at 10 µM;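 active means signal ratio slope over the read window, or its plate-corrected B-score, at least 3 SD from the plate mean, either direction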;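 further: B-score of the F/F0 ratio slope over 7 to 12 s after thallium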
PPARg SRC-2 ag: agonists of PPARg-SRC-2 recruitment, primary screen, biochemical, HTS; activation, % at 8 µM; Peroxisome proliferator-activated receptor gamma (Homo sapiens), P37231; 200,000 tested, 0.34% active; PPARgamma LBD-SRC-2 recruitment; in the data active means activation above about 22%;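 further: 0% = vehicle and 100% = reference agonist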
STAT3 blocker: IL-6 driven STAT3 reporter inhibitors, primary screen, U3A cells, luciferase, luminescence, MLSCN library; inhibition, % at 5.5 µM; IL-6 STAT3-luciferase reporter; host cell line lacks STAT1; AID 862, 2007; 190,000 tested, 0.89% active;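 active means inhibition above the mean inhibition across all screened compounds plus 3 SD, cut at about 44% in these data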;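 further: 0% = DMSO only wells and 100% = 100 µM nifuroxazide control wells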
TNAP act hiacc: TNAP activators at high phosphate acceptor level, primary screen, biochemical, luminescence, uHTS | Alkaline phosphatase, tissue-nonspecific isozyme (Homo sapiens), P05186 | purified TNAP, CDP-star luminescence, 1 M DEA, 30 min; active compounds read high; 0 = EDTA background, 1 = DMSO-only activity | activation factor at 20 µM | 200,000 tested, under 10 active;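 active means activation factor at least 2 at 20 µM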
Target sequence (P05186 whole entry, looked up): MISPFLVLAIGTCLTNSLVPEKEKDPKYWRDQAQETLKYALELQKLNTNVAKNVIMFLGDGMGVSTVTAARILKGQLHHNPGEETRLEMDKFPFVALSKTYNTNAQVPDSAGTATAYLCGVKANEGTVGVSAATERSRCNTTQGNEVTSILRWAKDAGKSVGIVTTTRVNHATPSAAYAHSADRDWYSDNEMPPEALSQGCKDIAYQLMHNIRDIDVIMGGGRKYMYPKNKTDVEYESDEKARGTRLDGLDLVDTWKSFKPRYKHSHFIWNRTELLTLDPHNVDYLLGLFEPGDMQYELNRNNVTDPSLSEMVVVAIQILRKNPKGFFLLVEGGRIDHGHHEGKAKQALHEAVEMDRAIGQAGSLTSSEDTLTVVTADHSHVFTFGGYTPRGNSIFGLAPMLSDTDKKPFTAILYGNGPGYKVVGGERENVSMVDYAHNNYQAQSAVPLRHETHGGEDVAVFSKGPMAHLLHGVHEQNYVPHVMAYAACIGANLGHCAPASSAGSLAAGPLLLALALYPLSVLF
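Assay system: human TNAP; Input: enzyme diluted 1/800 final; Reagent: CDP-star luminogenic substrate at 100 µM final; Timing: 30 min, room temperature; Signal: luminescence; Evaluation: TNAP activation factor scaled between EDTA and DMSO control wells.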
SRC2 TRFRET art: TR-FRET signal artefacts, primary screen, artefact control for PPARgamma SRC-2 agonist project, biochemical; TR-FRET ratio at 8 µM; TR-FRET artefact counter-screen; active compounds read high; 200,000 tested, 0.4% active; in the data active means TR-FRET ratio above about 2000; further: inactives centre near 1500
PPARg SRC-3 ag: PPARgamma agonists recruiting SRC-3 coactivator, primary screen, biochemical; Peroxisome proliferator-activated receptor gamma (Homo sapiens), P37231; biochemical PPARgamma/SRC-3 coactivator recruitment assay; activation, % at 8 µM; 200,000 tested, 0.26% active; AID 731, 2007; in the data active means activation above about 23%;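 further: 0% = DMSO and 100% = reference agonist; some compounds past the cut are filed as inactive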
STAT3 activator: IL-6 driven STAT3 reporter potentiators, primary screen, U3A cells, luciferase, luminescence, MLSCN library | IL-6 STAT3-luciferase reporter; 100% = signal with IL-6 EC80 alone | activation (% of control), % at 5.6 µM | 190,000 tested, 0.91% active | AID 871, 2007;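 active means activation above the screen-wide mean of compound activation plus 3 SD, cut at about 130% in these data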;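 further: 0% = background luminescence of wells with medium and substrate only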
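Material: human STAT1-deficient U3A cells with stable STAT3-luciferase reporter / Probe or stimulus: IL-6 stimulus at 33 ng/mL final / Schedule: 1 h compound pre-exposure, 6 h IL-6 stimulation, 37 °C / Technique: luminescence / Read-out basis: percent of IL-6-only median luminescence / Control set: IL-6-only high control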
bIAP inhibitor: bovine intestinal alkaline phosphatase inhibitors, primary screen, selectivity assay for TNAP inhibitor project, biochemical, bovine IAP, CDP-star luminescence | alkaline phosphatase, intestinal [Bos taurus] | inhibition, % at 20 µM | purified bovine IAP, 30 min | 190,000 tested, under 10 active;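 active means over 50% inhibition of intestinal alkaline phosphatase at 20 µM in the single-dose screen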
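Incubation: 30 min reaction at room temperature / Material: purified bovine intestinal alkaline phosphatase (IAP) enzyme / Input: enzyme at 1/65,000,000 dilution / Dosing: 20 µM single dose / Signal: CDP-star luminescence signal / Reagent: CDP-star chemiluminescent phosphatase substrate, 30 µM final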
Active calls of the source: *; x = not tested or not shown.

Second line of a record – PPARg SRC-1 ag	STAT1 blocker	bIAP act	ROMK primary	PPARg SRC-2 ag	STAT3 blocker	TNAP act hiacc	SRC2 TRFRET art	PPARg SRC-3 ag	STAT3 activator	bIAP inhibitor
#1 Cn1c(C(=O)NC2CC2)cc2c(=O)n(C)c3ccccc3c21
 : 2	3	1	x	-6	21	1	1523	-5	86	5
#2 CCOC(=O)Cc1cnc(NC(=O)NC(C(=O)OCC)(c2ccccc2)C(F)(F)F)s1 (stereo unspecified)
 : 1	-8	0.9	0.43	-3	-3	1.1	1250	5	105	11
#3 CCOc1ccc(NC(=O)C(C)Sc2nnnn2C)cc1 (stereo unspecified)
 : 3	-5	0.9	x	0	2	1	1477	-5	102	10
#4 Cc1cc(C)nc(SC(C)C(=O)N/N=C/c2cccs2)n1 (stereo unspecified)
 : -4	0	0.9	0.039	-2	6	1	1481	4	99	6
#5 CC(C)COc1ccc(C(=O)OCCN2CCOCC2)c(O)c1
 : 3	-8	1	-1.1	7	-9	1	1638	3	109	3
#6 COc1ccc(S(=O)(=O)N2CCCCCC2)cc1C(=O)OCC(=O)NC(N)=O
 : -5	-2	1	x	-7	1	1	1527	-16	108	1
#7 c1ccc(SCCCCNC2CCCC2)cc1
 : 9	-3	1	x	-4	-6	1	1485	-6	100	-4
#8 COc1ccc(-c2nnc3n2C(C)(C)Cc2cc(OC)c(OC)cc2-3)cc1
 : -9	1	1	x	1	16	1.1	1596	-1	96	4
#9 Cc1ccc(NC(C)C(=O)N/N=C/c2ccc([N+](=O)[O-])s2)cc1 (stereo unspecified)
 : -6	3	1	0.016	1	-11	1	1565	-3	111	2
#10 CC1CN(Cc2nc3c(c(=O)n(C)c(=O)n3C)n2CCc2ccccc2)CC(C)O1 (stereo unspecified)
 : -6	4	x	0.68	-13	-13	x	1373	-7	114	x
#11 COCCCNC(=O)CCNS(=O)(=O)c1ccc(C)cc1
 : 3	4	1	x	7	9	1	1648	2	97	-1
#12 CC1CCN(S(=O)(=O)c2ccc(NC(=O)Cc3cccs3)cc2)CC1
 : 1	4	0.6	1.1	8	4	1	1670	4	102	45
#13 O=S(=O)(c1ccc(N2CCN(Cc3ccc4c(c3)OCO4)CC2)nc1)N1CCOCC1
 : -4	8	1.3	0.54	3	-1	1	1367	-2	105	-33
#14 CCCCNC(=O)Nc1ccccn1
 : -4	-5	0.8	-0.065	3	-2	1	1485	0	107	17
#15 Cc1noc(C)c1C(=O)OC(C(=O)NC1CCCC1)c1ccc(F)cc1 (stereo unspecified)
 : -6	4	0.9	x	-7	12	1.1	1489	-3	95	5
#16 S=C(Nc1ccc2cn[nH]c2c1)Nc1ccccc1Cl
 : -2	-15	0.9	-0.61	3	-3	0.9	1640	4	101	6
#17 CCCN(CCC)C(=O)Cn1c(=O)n(CCCCC(=O)NCc2ccco2)c(=O)c2ccccc21
 : 5	5	1	0.79	3	-1	1.1	1698	-2	99	-3
#18 Cc1ccccc1NC(=O)c1sc2nc3c(c(-c4ccco4)c2c1N)CCC3
 : 10	0	1	x	7	18	1	1681	14	88	-5
#19 Cc1ccnn2c(-c3ccccc3)c3c(=O)n(C)c(=O)n(C)c3c12
 : 9	-30	0.9	x	6	4	1	1627	1	96	10
#20 C=CCc1cc(Cl)ccc1OCCOCCNC(C)CC (stereo unspecified)
 : 11	-5	1	-0.02	-1	3	1	1673	4	102	-5
#21 CCOc1cc(NC(=S)NCC2CCCO2)c(OCC)cc1NC(=O)c1ccc(F)cc1 (stereo unspecified)
 : 7	-6	1.1	x	15	13	1	1630	0	91	-10
#22 CCCCn1c(CN(Cc2ccccc2)Cc2ccccc2)nc2c1c(=O)n(C)c(=O)n2C
 : 5	1	x	x	14	5	x	1436	11	98	x
#23 CCCC(=O)c1ccc(N2CCCCCC2)c(F)c1
 : -5	-15	0.9	x	6	3	0.9	1613	4	102	9
#24 COc1ccc(CCNC(=O)CSc2nc3[nH]ncc3c(=O)n2-c2cccc(C(F)(F)F)c2)cc1OC
 : 6	0	1.2	-0.49	10	6	1	1741	-1	102	-23
#25 Cc1ccc(NC(=O)/C(=C\C=C\c2ccccc2)NC(=O)c2ccccc2)cc1
 : 10	-5	1	x	-6	1	1	1498	2	103	3
#26 CCOC(=O)C1CCCN(c2c(N3CCN(C)CC3)c(=O)c2=O)C1 (stereo unspecified)
 : 2	-4	0.9	x	6	4	1	1700	-3	100	7
#27 Nc1nc2ccccc2n1C(=O)CCc1ccccc1
 : 2	-40	0.9	x	6	10	1	1639	5	94	9
#28 Cc1c(C(=O)N2CCOCC2)oc2ccc(S(=O)(=O)N3CCCCCC3)cc12
 : 1	4	1	x	9	14	1	1608	2	93	5
#29 COc1cccc(C(=O)N2CCSC2=S)c1
 : -3	8	0.7	x	-6	8	1	1483	1	98	32
#30 COc1ccccc1N(CC(=O)N/N=C(\C)c1cccc(Br)c1)S(C)(=O)=O
 : 5	6	0.9	-0.82	4	-16	1.1	1534	8	111	13
#31 CCOC(=O)c1sc(NC(=O)CSc2n[nH]c(-c3ccncc3)n2)c(C#N)c1C
 : 5	7	1.1	0.18	6	6	1	1600	11	100	-14
#32 Cc1ccccc1C(=O)/C(C#N)=N/Nc1c(C)n(C)n(-c2ccccc2)c1=O
 : 14	0	0.9	x	6	-1	0.8	1642	7	100	8
#33 Cc1ccccc1-c1nnc(SCC(=O)Nc2ccc(Cl)cc2)n1N
 : -12	-10	0.9	-0.52	-1	18	1	1367	-13	91	9
#34 Nc1cc(Cl)nc(N/N=C/c2ccccc2[N+](=O)[O-])n1
 : 16	-28	1	0.82	6	2	1	1645	5	105	4
#35 COc1ccc2c(c1OC)C(=O)OC2CC(=O)O (stereo unspecified)
 : 1	7	0.9	x	-5	5	1.1	1593	-9	100	9
#36 COc1ccc(-c2noc(CCC(=O)NCc3cccnc3)n2)cc1
 : 4	-2	1	-0.62	3	14	1.1	1654	2	92	-4
#37 S=c1[nH]nc(COc2cccc(Cl)c2)n1Cc1ccccc1
 : 0	-6	0.8	-0.32	7	10	1	1688	8	97	22
#38 Cc1cc(C)c(S(=O)(=O)c2ccc(Cl)cc2C)c(Cl)n1
 : 20	-2	0.9	-0.32	-4	-2	1.1	1625	2	107	10
#39 COc1cc(SC)ccc1C(=O)N1CCN(Cc2ccccc2)CC1
 : 1	-1	1	x	2	-13	1	1445	-4	116	3
#40 O=C(C1=NN(c2ccccc2)C2C(=O)N(c3cccc(Cl)c3)C(=O)C12)c1ccccc1 (stereo unspecified)
 : -2	7	0.9	-0.15	10	3	0.9	1633	0	101	13
#41 Cc1ccccc1CSc1nnc(-c2ccco2)n1Cc1ccco1
 : -6	-10	0.9	-2.2	3	15	1	1497	1	94	5
#42 Cc1ccc(S(=O)(=O)NCCCC(=O)O)cc1
 : 1	-13	1	1.6	4	6	1.1	1709	1	99	-4
#43 C#CC[N+](C)(C)CC#Cc1ccc(C)cc1
 : 1	2	1	0.65	2	9	1	1764	0	100	-1
#44 CCN(CC)C(=O)Cn1cc(S(=O)(=O)CC(=O)NC2CCCCC2)c2ccccc21
 : 8	0	1	-0.059	-2	2	1	1861	0	102	4
#45 COc1cc(NS(=O)(=O)c2ccc(NC(C)=O)cc2)ncn1
 : -4	-1	1	0.9	6	-8	1	1637	2	107	-1
#46 O=C(O)c1cccn2c(=O)c3ccccc3nc12
 : 3	-3	0.9	x	1	0	1.1	1553	-1	106	6
#47 O=C(Cc1c(F)cccc1Cl)NCCN1CCOCC1
 : -3	0	1	0.89	2	1	1.1	1374	6	105	0
#48 Cc1cc(C)c(OCC(=O)Nc2cccc(NC(=O)c3ccco3)c2)c(Br)c1
 : 1	1	0.9	-0.99	7	10	1.1	1578	-2	97	5
#49 Cc1ccc(NC(=O)COC(=O)C(NS(=O)(=O)c2ccc(Cl)cc2)C(C)O)cc1C (stereo unspecified)
 : -3	-8	1	0.42	-7	-5	1	1459	4	107	2
#50 CCCNC(=O)c1nnsc1S(=O)(=O)c1ccc(Cl)cc1
 : 0	18	1.1	-4.9*	2	31	1	1519	1	79	-6
#51 CC(C)N(C(=O)COC(=O)c1cccc(C(=O)OCC(=O)N(C(C)C)C(C)C)n1)C(C)C
 : 0	-3	1.1	-0.51	6	4	1.1	1577	3	100	-13
#52 CC(C)(C)NC(=O)NC(=O)COC(=O)c1ccc(OC(F)(F)F)cc1
 : 10	-10	0.9	x	4	10	1	1657	-1	94	6
#53 COc1ccc(OC)c(NC(=O)c2[nH]c(C)c(C(C)=O)c2C)c1
 : 1	-2	0.9	x	11	-55	1.1	1606	12	151*	12
#54 CCCc1noc2c1/C(=N\O)CC(CC(C)SCC)C2 (stereo unspecified)
 : 2	0	0.8	x	11	23	1	1609	-7	85	15
#55 Cc1ccc(S(=O)(=O)N2CCOCC2)cc1C(=O)NCCN1C(=O)S/C(=C\c2ccccc2Cl)C1=O
 : 10	8	1	x	5	0	1.1	1677	9	102	0
#56 CCOC(=O)C1=C(N)Oc2cc(C)[nH]c(=O)c2C1c1ccncc1 (stereo unspecified)
 : 2	11	0.9	0.37	1	5	1.1	1477	3	98	7
#57 O=C(NCCN1CCOCC1)C1CCC(=O)N1Cc1ccccc1Cl (stereo unspecified)
 : 4	-7	0.9	0.55	11	-2	1	1580	3	104	7
#58 Cc1ccc(C)c(-n2c(Cc3cc(=O)[nH]c(=O)[nH]3)nnc2SCC(=O)NCc2ccco2)c1
 : 7	-5	x	x	8	4	x	1593	14	98	x
#59 N/C(=N\OC(=O)c1ccc(Br)cc1)c1ccccc1
 : 18	-56	1	x	6	14	1	1530	0	96	3
#60 CCC(=O)Nc1ccc(Cl)c(NC(=S)NC(=O)COc2ccccc2)c1
 : 4	-4	1.1	x	3	-5	1	1690	3	104	-6
#61 CC1CN(S(=O)(=O)c2ccccc2)CC(C)O1 (stereo unspecified)
 : -1	1	1	x	4	4	1	1313	-4	99	-2
#62 c1ccc(Cc2nnc(N3CCOCC3)c3ccccc23)cc1
 : -3	2	0.6	-1.1	6	-6	1	1447	4	109	45
